Source: PubChem (Broad Institute)
U2OS ROS induce: inducers of reactive oxygen species in cancer cells; ROS induction (% of piperlongumine), % at 10 µM; 46,000 compounds, 2% hits; U2OS ROS induction, H2DCF-DA fluorescence; AID 624156; in the data active = ROS induction above about 79%, passing the limit was not always enough;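 also: 0% = DMSO vehicle median and 100% = reference compound median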
The depositor's hits bear a star.

SMILES	U2OS ROS induce
C[C@@H]1CN([C@@H](C)CO)C(=O)Cc2cc(N(C)C)ccc2O[C@@H]1CN(C)S(=O)(=O)c1cn(C)cn1	-6
CC(C)NC(=O)N(C)C[C@@H]1Oc2ccc(NC(=O)NC3CCCCC3)cc2CC(=O)N([C@H](C)CO)C[C@H]1C	4
CC(C)(C)C1CCc2c(sc(NC(=O)CN3CCOCC3)c2C#N)C1 (stereo unspecified)	-4
C[C@H](CO)N1C[C@H](C)[C@@H](CN(C)Cc2ccc(C(=O)O)cc2)Oc2ccc(NC(=O)Cn3cnnn3)cc2C1=O	-2
C[C@H](CO)N1C[C@H](C)[C@H](CN(C)Cc2ccc(C(F)(F)F)cc2)Oc2c(NC(=O)C3CCCCC3)cccc2C1=O	9
Cc1ccc(S(=O)(=O)Nc2ccc3c(c2)C(=O)N([C@@H](C)CO)C[C@@H](C)[C@H](CN(C)Cc2ccc(C(F)(F)F)cc2)O3)cc1	15
CC1CC(OC(=O)C(O)c2ccccc2)CC(C)(C)N1C (stereo unspecified)	-10
Cc1ccc(S(=O)(=O)N(C)C[C@H]2Oc3c(NC(=O)Nc4c(C)noc4C)cccc3C(=O)N([C@H](C)CO)C[C@@H]2C)cc1	-4
C[C@@H]1CN([C@H](C)CO)C(=O)c2cccc(N(C)C)c2O[C@@H]1CN(C)Cc1ccc(C(=O)O)cc1	-5
COC(=O)c1ccc(NC(=O)CSc2nnc(-c3ccc(Br)cc3)o2)cc1	-7

New compounds follow
SMILES	U2OS ROS induce
COc1cccc(OC)c1C(=O)N=c1sc2cc(S(C)(=O)=O)ccc2n1C	-11
Cc1nc(C)c(S(=O)(=O)NCc2ccc(N3CCN(C)CC3)cc2)s1	-4
C[C@@H]1CN([C@@H](C)CO)C(=O)c2cccc(NC(=O)Nc3ccc4c(c3)OCO4)c2O[C@H]1CN(C)Cc1ccc(Cl)c(Cl)c1	44
Cc1ccc(OCC(=O)Nc2cccc(-c3nc4cc(Cl)ccc4o3)c2C)cc1C	7
O=C1O[C@@H](c2ccccc2)[C@@H](c2ccccc2)N2[C@@H](c3ccccc3OCCO)[C@]3(C(=O)Nc4ccc(C#CC5=CCCCC5)cc43)[C@@H](C(=O)N3CCCCCCC3)[C@H]12	-19
CC[N+](C)(CC)Cc1ccccc1	-5
COc1ccc(NC(=O)N(C)C[C@H]2Oc3ccc(NC(=O)C4CCCCC4)cc3C(=O)N([C@@H](C)CO)C[C@H]2C)cc1	-13
Cc1ccc2c(c1)c1c(n2CC(O)CN2CCOCC2)C(=O)CCC1 (stereo unspecified)	-25
O=C(Cc1ccccc1)Sc1nc2ccccc2[nH]1	-7
CN(Cc1ccccc1)c1nnc(NC(=O)c2cc(-c3ccc(Br)cc3)on2)s1	-16

New compounds follow:
SMILES	U2OS ROS induce
O=C(NCc1cccnc1)C(=O)Nc1ccccc1F	44
Cc1ccc(NS(=O)(=O)CC23CCC(CC2=O)C3(C)C)cc1 (stereo unspecified)	-14
C[C@H](CO)N1C[C@H](C)[C@H](CN(C)C(=O)Nc2ccccc2)Oc2ccc(NC(=O)Nc3ccc(C(F)(F)F)cc3)cc2CC1=O	5
CO[C@H]1O[C@H](CO)[C@@H](OC(=O)Nc2ccc3c(c2)OCO3)[C@@H]2OC(=O)[C@H](Cc3ccccc3)C/C=C/C[C@@H](Cc3ccccc3)C(=O)O[C@@H]12	27
Cc1ccc(-c2nc3cc(Cl)cc(Cl)c3o2)cc1NC(=O)COc1ccccc1	-8
C[C@@H]1CN([C@H](C)CO)C(=O)c2cccc(NC(=O)c3ccc(-c4nccs4)cc3)c2O[C@@H]1CN(C)S(=O)(=O)c1cn(C)cn1	3
C[C@H](CO)N1C[C@H](C)[C@@H](CN(C)S(=O)(=O)c2ccc(Cl)cc2)Oc2c(NC(=O)c3nc4ccccc4s3)cccc2C1=O	21
CCN1C2=C(C(=O)CCC2)C(c2cccc(O)c2)C2=C1CCCC2=O	-8
CC(C)NC(=O)N(C)C[C@@H]1Oc2c(NC(=O)c3ccncc3)cccc2C(=O)N([C@H](C)CO)C[C@H]1C	-2
O=C(Nc1nc(-c2ccc(Cl)c(Cl)c2)cs1)C1CC1	14

(continued)
SMILES	U2OS ROS induce
COc1cc(C2NC(=S)NC(c3ccccc3)=C2C(=O)c2ccccc2)cc(I)c1OCCO (stereo unspecified)	6
C[C@H]1CN([C@@H](C)CO)C(=O)c2cccc(NC(=O)CCCCCC(=O)Nc3ccccc3N)c2O[C@@H]1CN(C)CC1CC1	124*
C[C@@H]1CN([C@@H](C)CO)C(=O)Cc2cc(NS(=O)(=O)c3cccs3)ccc2O[C@@H]1CN(C)C(=O)Nc1ccc(F)cc1	-6
CS(=O)(=O)N(CC(=O)Nc1cc(Cl)ccc1Cl)c1ccc(I)cc1	4
O=S(=O)(NCCc1nnc2ccc(SCc3ccccc3)nn12)c1ccccc1	16
COc1ccc(NC(=O)c2oc3ccccc3c2NC(=O)Cc2coc3cc(C)cc(C)c23)cc1	7
Cc1cc(=O)nc2c3ccccc3n(C(C)C(=O)Nc3c(F)c(F)cc(F)c3F)n12 (stereo unspecified)	6
C[C@@H]1CN([C@H](C)CO)C(=O)c2cccc(NS(C)(=O)=O)c2O[C@@H]1CN(C)Cc1ccc(C(=O)Nc2ccccc2N)cc1	-9
C[C@@H]1CN([C@@H](C)CO)C(=O)Cc2cc(NC(=O)Cn3cnnn3)ccc2O[C@@H]1CN(C)C	2
NS(=O)(=O)c1ccc(NC(=O)CN2CCN(Cc3ccccc3)CC2)cc1	-13

Pulled by compound from the list above (6):
SMILES	U2OS ROS induce
Cc1cc(=O)nc2c3ccccc3n(C(C)C(=O)Nc3c(F)c(F)cc(F)c3F)n12 (stereo unspecified)	6
CS(=O)(=O)N(CC(=O)Nc1cc(Cl)ccc1Cl)c1ccc(I)cc1	4
COc1cc(C2NC(=S)NC(c3ccccc3)=C2C(=O)c2ccccc2)cc(I)c1OCCO (stereo unspecified)	6
COc1ccc(NC(=O)c2oc3ccccc3c2NC(=O)Cc2coc3cc(C)cc(C)c23)cc1	7
O=S(=O)(NCCc1nnc2ccc(SCc3ccccc3)nn12)c1ccccc1	16
C[C@@H]1CN([C@@H](C)CO)C(=O)Cc2cc(NC(=O)Cn3cnnn3)ccc2O[C@@H]1CN(C)C	2

Following part.
SMILES	U2OS ROS induce
CC1=CCC(C(=O)O)C(C(=O)Nc2ccc(-c3nc4ccc(C)cc4s3)cc2)C1 (stereo unspecified)	4
CCC(Sc1n[nH]c(=O)[nH]c1=O)C(=O)O (stereo unspecified)	-11
C=CCn1c(-c2cccs2)nc(-c2ccccc2)c1-c1ccccc1	57
C[C@H](CO)N1C[C@H](C)[C@H](CN(C)Cc2ccc(C(F)(F)F)cc2)Oc2ccc(N(C)C)cc2CC1=O	11
CN(C(=O)COc1cc(C(F)(F)F)n(C)n1)c1ccccc1	26
Cc1ccc(S(=O)(=O)Nc2cccc3c2O[C@H](CN(C)Cc2ccccc2)[C@H](C)CN([C@H](C)CO)C3=O)cc1	-3
COc1ccc([N+](=O)[O-])cc1NC(=O)c1cc(-c2ccccn2)nc2ccc(C)cc12	-15
CC(C)NC(=O)N(C)C[C@@H]1Oc2c(NS(=O)(=O)c3cccs3)cccc2C(=O)N([C@@H](C)CO)C[C@@H]1C	-5
CNc1nc(NC(C)C)nc(Oc2ccc(=O)[nH]n2)n1	-12
C=C(C)C(=O)O[C@H]1[C@H]2C(=C)C(=O)O[C@@H]2C[C@@H](C)[C@@H]2O[C@@H]2C(=O)[C@](C)(O)[C@@H]1OC(C)=O	82*

New compounds follow.
SMILES	U2OS ROS induce
C[C@H]1CN([C@@H](C)CO)C(=O)c2cc(N(C)C)ccc2O[C@H]1CN(C)Cc1ccncc1	3
O=C(O)CCCCCCC(=O)N/N=C/c1ccc(O)cc1Br	1
O=c1[nH]c2cc([N+](=O)[O-])c([N+](=O)[O-])cc2[nH]c1=O	1
O=C(O)CNS(=O)(=O)c1ccc(C(=O)Nc2ccccc2)cc1	-11
COc1ccc(CC(=O)N2CCN(c3ncccn3)CC2)cc1OC	-5
C[C@H]1CN([C@@H](C)CO)C(=O)Cc2cc(NC(=O)NC3CCCCC3)ccc2O[C@H]1CN(C)S(=O)(=O)c1ccc(Cl)cc1	130*
CSc1ccccc1NC(=O)CN(Cc1ccccc1)S(C)(=O)=O	-2
COc1c2c(cc3occ(-c4ccc5c(c4)OCO5)c(=O)c13)OC(C)(C)C=C2	22
CC(C)NC(=O)N(C)C[C@@H]1Oc2c(NC(=O)C3CCOCC3)cccc2C(=O)N([C@@H](C)CO)C[C@H]1C	6
Cc1[nH]c2ccccc2c1Sc1ccccc1	5

Next entries
SMILES	U2OS ROS induce
CNC[C@@H]1Oc2ccc(NC(=O)c3ccncc3)cc2C(=O)N([C@@H](C)CO)C[C@@H]1C	-3
Cc1ccc(Cl)cc1NC(=O)CC(C(=O)O)N(C)C (stereo unspecified)	-8
C=CCNC(=O)[C@H]1[C@@H]2C(=O)O[C@@H](c3ccccc3)[C@@H](c3ccccc3)N2[C@@H](c2ccccc2OCCO)[C@]12C(=O)Nc1ccc(C#CCC(C(=O)OC)C(=O)OC)cc12	185*
COCCOC(=O)N1C(=O)[C@@]2(c3ccccc31)[C@H](C(N)=O)[C@H]1C(=O)O[C@H](c3ccccc3)[C@H](c3ccccc3)N1[C@@H]2c1ccccc1OCCO	73
O=C(c1cnc2n(c1=O)CCS2)N(c1ccccc1)C1CCCCC1	1
O=C(CSc1nc2ccccc2c(=O)n1-c1ccc(Cl)c(Cl)c1)N1CCOCC1	16
C[C@@H]1CN([C@H](C)CO)C(=O)Cc2cc(NC(=O)Cc3ccccc3)ccc2O[C@H]1CN(C)C(=O)NC1CCCCC1	-6
CCN(C(=S)Nc1ccc(C)cc1)c1ccccc1	18
CC(C)NC(=O)Nc1ccc2c(c1)C(=O)N([C@H](C)CO)C[C@H](C)[C@H](CN(C)S(=O)(=O)c1ccc(F)cc1)OCCCC[C@@H](C)O2	9
COc1ccc(-n2nnnc2SCC(=O)Nc2cc(C)c(Cl)cc2OC)cc1	1

Other structures follow.
SMILES	U2OS ROS induce
CS(=O)(=O)N(CC(=O)Nc1ccc(I)cc1)c1ccc(Cl)cc1Cl	0
C[C@H](CO)N1C[C@H](C)[C@@H](CN(C)S(=O)(=O)c2cn(C)cn2)Oc2c(NC(=O)C3CCOCC3)cccc2C1=O	-6
Cc1ccc(OCC(=O)Nc2ccc3oc(-c4cccnc4)nc3c2)c(C)c1	3
Cc1ccc(NC(=O)COc2ccccc2)c(NC(=O)c2ccco2)c1	-9
C[C@@H]1CN([C@H](C)CO)C(=O)Cc2cc(NC(=O)Nc3ccc(F)cc3)ccc2O[C@@H]1CN(C)S(=O)(=O)c1cn(C)cn1	0
C[C@H]1CN([C@@H](C)CO)C(=O)c2cc(NC(=O)Nc3ccc4c(c3)OCO4)ccc2O[C@@H]1CN(C)C(=O)Nc1ccccc1	5
Cc1ccc(S(=O)(=O)Nc2ccc3c(c2)C(=O)N([C@@H](C)CO)C[C@@H](C)[C@@H](CN(C)C)O3)cc1	-2
C[C@@H]1CN([C@@H](C)CO)C(=O)c2cccc(NC(=O)c3ccncc3)c2O[C@H]1CN(C)Cc1ccc(-c2ccccc2)cc1	35
C=CC[C@@]12N=C(c3ccc(OCCCO)cc3)O[C@@H]1c1ccccc1CN(CCS(=O)(=O)c1ccccc1)C2=O	60
COC(=O)c1cccc(NC(=O)CN(c2ccc(F)c(Cl)c2)S(C)(=O)=O)c1C	-8

Following part:
SMILES	U2OS ROS induce
COc1ccc(C(=O)NCc2occc2C(=O)O)cc1	-1
COc1ccc2c(OC)ccc3c2c1C=CC3=O	29
N#Cc1ccc(/C=N/NC(=O)CCCCC(=O)NO)cc1	-4
C[C@H](CO)N1C[C@H](C)[C@H](CN(C)C(=O)OCc2ccccc2)OCc2cnnn2CCCC1=O	0
COc1ccc(S(=O)(=O)Nc2cccc3c2O[C@H](CN(C)S(=O)(=O)c2c(C)noc2C)[C@@H](C)CN([C@H](C)CO)C3=O)cc1	2
C[C@@H]1CN([C@@H](C)CO)C(=O)c2cc(NC(=O)Cc3cn(C)c4ccccc34)ccc2O[C@@H]1CN(C)Cc1ccc(-c2ccccc2)cc1	18
O=C(CCCCCCC(=O)Nc1ccccc1O)N/N=C/c1ccc(-n2ccnc2)cc1	15
COc1ccc(O)c(-c2cnc(=S)[nH]c2-c2cc(OC)ccc2OC)c1	2
CC(C)NC(=O)Nc1cccc2c1O[C@H](CN(C)C(=O)NC(C)C)[C@@H](C)CN([C@@H](C)CO)C2=O	-8
C[C@@H]1CN([C@H](C)CO)C(=O)Cc2cc(NC(=O)Nc3ccc(C(F)(F)F)cc3)ccc2O[C@@H]1CN(C)S(=O)(=O)c1ccc(Cl)cc1	2

More compounds follow:
SMILES	U2OS ROS induce
CC(=O)Nc1ccc(NC(=O)CN(c2cccc(Br)c2)S(C)(=O)=O)cc1	-6
C[C@H]1CN([C@@H](C)CO)C(=O)c2cccc(NC(=O)C3CCCCC3)c2O[C@H]1CN(C)Cc1ccc(C(=O)Nc2ccccc2N)cc1	35
CC(C)NC(=O)Nc1ccc2c(c1)CC(=O)N([C@@H](C)CO)C[C@H](C)[C@H](CN(C)S(C)(=O)=O)O2	1
CC(C)C(=O)N(Cc1ccccc1)c1ccccn1	-7
CCCCCCC/C=N/NC(=O)CCCCCCC(=O)O	-1
COc1ccc(NC(=O)N(C)C[C@@H]2Oc3ccc(NS(=O)(=O)c4ccc(C)cc4)cc3C(=O)N([C@H](C)CO)C[C@@H]2C)cc1	-8
COc1ccc(NC(=O)N(C)C[C@H]2Oc3c(NC(=O)CCCCCC(=O)Nc4ccccc4N)cccc3C(=O)N([C@@H](C)CO)C[C@@H]2C)cc1	-13
O=C(NCc1ccccn1)c1ccc(Cl)c(S(=O)(=O)N2CCOCC2)c1	27
C[C@@H]1CN([C@@H](C)CO)C(=O)CCCn2cc(nn2)CO[C@@H]1CN(C)Cc1ccc(-c2ccccc2)cc1	21

Only part of the results is shown; count on the stated rates, not on these rows.
